Compound activity: PubChem BioAssay, several laboratories
MITF TRPM1 HTS: MITF TRPM1 promoter activation in melanoma cells. SK-MEL-5 TRPM1-promoter luciferase, 24 h; % of positive control, neutral wells = 0. actives 0.75% (n = 300,000). activation, % at 12.5 µM;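 active means mean activation of at least 80% with every replicate also reaching 80%; inconclusive means mean reaches 80% but some replicate falls short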;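 further: 0% = neutral control wells and 100% = parthenolide positive control wells; values of inactives mirror those of a sister screen read the other way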
phage Ecoli inh: E. coli growth loss with phage present; inhibition, % at 11.9 µM; growth absorbance; AID 651602; actives 0.26% (n = 360,000); in the data active means inhibition above about 11%
CAL PDZ FP-1: human CAL PDZ-peptide interaction inhibition. purified CAL PDZ, TMR-peptide fluorescence polarization, 1 h. AID 504414. inhibition, % at 20 µM. actives 0.02% (n = 330,000). Q9HD26;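 active means highest replicate inhibition of at least 40%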;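 further: plate controls were DMSO neutral control wells for no effect and unlabeled competitor peptide control wells for full effect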
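Test system: tagged CAL PDZ domain / Buffer or medium: sodium phosphate/NaCl buffer pH 7.4 with TCEP, IgG, Thesit / Reagent: TMR-labelled reporter peptide T*-PRC34 bound in PDZ groove / Compound dosing: single point, 20 µM / Schedule: 1 h incubation at room temperature before polarization reading / Technique: fluorescence polarization (mP) / Benchmarks: unlabelled peptide, DMSO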
SR-BI DiI inh: mouse SR-BI HDL lipid transfer inhibition; Q61009; ldlA[mSR-BI] CHO cells, DiI-HDL uptake fluorescence, 3 h; inhibition, % at 12.5 µM; actives 0.96% (n = 320,000); AID 488896;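 active means mean replicate inhibition of at least 70% and a set share of replicates each scoring 70 or more; inconclusive means meets just one of the two criteria; inactive means fails both criteria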;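 further: 0% = median of neutral control wells and 100% = median of positive control wells; values of inactives mirror those of a sister screen read the other way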
Target sequence (Q61009 whole entry, looked up): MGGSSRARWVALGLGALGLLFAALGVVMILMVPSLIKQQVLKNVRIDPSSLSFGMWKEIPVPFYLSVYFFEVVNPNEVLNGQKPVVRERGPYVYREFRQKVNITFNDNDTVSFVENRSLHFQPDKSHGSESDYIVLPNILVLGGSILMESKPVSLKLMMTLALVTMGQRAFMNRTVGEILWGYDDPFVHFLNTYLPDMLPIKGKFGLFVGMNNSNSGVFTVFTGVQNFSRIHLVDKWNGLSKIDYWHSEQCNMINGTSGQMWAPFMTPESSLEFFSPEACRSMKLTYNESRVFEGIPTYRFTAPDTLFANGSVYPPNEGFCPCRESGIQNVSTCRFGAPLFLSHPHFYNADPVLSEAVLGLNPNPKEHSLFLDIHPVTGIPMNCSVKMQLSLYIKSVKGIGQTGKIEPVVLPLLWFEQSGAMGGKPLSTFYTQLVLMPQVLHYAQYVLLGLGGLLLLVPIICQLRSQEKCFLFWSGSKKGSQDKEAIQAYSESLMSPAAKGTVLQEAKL
AddAB inh: less growth of phage-infected E. coli with AddAB; E. coli expressing H. pylori AddAB, absorbance growth; inhibition, % at 11.9 µM; actives 0.29% (n = 330,000); in the data active means inhibition above about 12%;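 further: 0% = vehicle wells of infected cells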
CAL PDZ FP-2: blocks peptide binding to the human CAL PDZ domain; purified CAL PDZ, TMR-peptide fluorescence polarization, 1 h; actives 0.92% (n = 300,000); inhibition, % at 24.9 µM; Q9HD26; AID 602252;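 active means mean inhibition of at least 30% with at least half of replicates also reaching 30%; inconclusive means no clear call, values can overlap the other calls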;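 further: 0% = DMSO neutral control and 100% = excess unlabeled competitor peptide PRC23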
Tat export inh: inhibitors of E. coli Tat protein transport; E. coli MC4100 TorA-mCherry Tat export, fluorescence; inhibition, % at 10 µM; actives 0.036% (n = 340,000);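 active means mean replicate inhibition at least 50% and at least half of replicates individually reaching 50%; inconclusive means only one of the two criteria met; inactive means neither criterion met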;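 further: exported cargo escapes ClpAP degradation while cytoplasmic cargo is degraded and loses fluorescence; 0% = median of neutral control wells and 100% = median of NaSCN control wells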
E coli growth: counter-screen for AddAB inhibitors: E. coli growth inhibition | E. coli V3065 growth, OD600 absorbance, 18 h | inhibition, % at 11.9 µM | actives 0.27% (n = 330,000);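 active means inhibition above the campaign's mean inhibition across all tested compounds plus 3 SD, cut at about 9.9% in these data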;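 further: uninfected addAB+ strain grown without phage in ampicillin broth; 0% = DMSO wells and 100% = ciprofloxacin 0.95 µg/ml wells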
Wnt bcat act: activates Wnt/beta-catenin signaling in a reporter cell assay. AID 743398. activator, plate reader. actives 1.2% (n = 300,000). activation, % at 9.35 µM; in the data active means activation above about 30%, passing the limit was not always enough; inconclusive means no clear call, values can overlap the other calls;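 further: 0% = neutral control wells and 100% = positive control wells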
SR-BI uptake up: activators of SR-BI mediated HDL lipid uptake; CHO ldlA[mSR-BI] cells, DiI-HDL uptake fluorescence, 3 h; 100 = double the neutral-control signal; activation, % at 12.5 µM; actives 0.096% (n = 320,000); AID 504775;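 active means mean replicate activation of at least 60% and every replicate at or above 60%; inconclusive means mean or all-replicate condition met, but not both; inactive means mean below 60% and not all replicates reaching 60%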;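 further: 0% = median plate neutral-control signal and 100% = twice that signal; values of inactives mirror those of a sister screen read the other way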
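Material – SR-BI-overexpressing, LDLR-lacking CHO cells · Medium – BSA-supplemented, HEPES-buffered Ham's F12, pH 7.4 · Doses – single concentration · Times – compound with DiI-HDL co-incubation, 3 h at 37 °C · Measured by – bottom-read fluorescence, 550/595 nm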
* = called active by the depositor; u = inconclusive; x = no result given.

SMILES	MITF TRPM1 HTS	phage Ecoli inh	CAL PDZ FP-1	SR-BI DiI inh	AddAB inh	CAL PDZ FP-2	Tat export inh	E coli growth	Wnt bcat act	SR-BI uptake up
Nn1c(SCc2cn3ccsc3n2)nnc1-c1ccncc1	-24	3.0	x	-13	-0.3	-3	-8	-1.5	-5	13
Cc1nn(-c2cccc(Cl)c2)c2nc(-c3ccncc3)cc(C(=O)N3CCOCC3)c12	7	2.4	-1.3	67	0.4	2	4	-1.3	-2	-67
CCOC(=O)/C(=N/Nc1ccc(Cl)cc1)Sc1nnnn1-c1ccc(C)cc1	-5	2.2	0.3	-13	1.9	-2	-6	0.2	-3	13
CCOC(=O)c1cc2sccc2n1Cc1ccc(C#N)cc1	24	2.3	-3.2	30	0.2	-6	-4	-1.9	x	-30
CC(C)OCCCNC(=O)c1cccc2c1C(=O)c1ccc(Cl)cc1S2(=O)=O	0	3.0	-3.0	-21	1.0	-13	1	0.4	-2	21
CCC(=O)/C=C1/Sc2ccc(OC)cc2N1CC	-8	1.2	-1.8	11	0.8	-3	3	1.4	-4	-11
Cc1sc(NC(=O)c2ccccc2F)c(CN2CCCCC2C)c1C (centres undefined)	10	8.8	-0.2	-19	10	4	-3	6.0	11	19
O=C(CSc1nc2cc(Cl)ccc2s1)NC1CCCc2ccccc21 (centres undefined)	9	3.4	-0.3	-37	0.8	0	-7	1.4	x	37
COc1cc(CNc2ncnc3c2[nH]c2ccc(C)cc23)cc(OC)c1	x	3.7	-5.2	26	4.0	4	-4	1.3	1	-26
Cn1c(CN2CCN(C(=O)c3ccccc3)CC2)nc2cc([N+](=O)[O-])ccc21	8	4.3	-2.4	1	0.2	-3	1	0.1	16	-1
O=C(Nc1ccc(F)cc1)c1cccc2c1C(=O)N(CC1CCCO1)C2 (centres undefined)	24	3.6	-1.5	23	0.5	x	-8	-2.3	1	-23
CCC(C)/C(C)=N/NC(=O)CNS(=O)(=O)c1ccc([N+](=O)[O-])cc1 (centres undefined)	-11	3.6	0.6	-3	2.8	-3	1	0.8	0	3
Cc1c(N(CC(=O)O)S(=O)(=O)c2ccccc2)c(=O)n(-c2ccccc2)n1C	6	3.3	-0.4	-5	-0.2	-2	10	-1.4	-1	5
Cc1cc(=O)n(C(C)(C)C)c(=O)n1Cc1ccccc1	-1	0.1	-0.1	3	2.3	-1	1	-1.2	0	-3
COc1ccc(Cl)cc1C(=O)NNC(=O)c1ccc(F)c(S(=O)(=O)N2CCOCC2)c1	-24	-0.1	-0.2	38	-0.2	x	-3	-1.2	-2	-39
O=S(=O)(Cc1ccccc1)NC1c2ccccc2Oc2ccccc21	-2	0.2	-1.2	11	x	-1	2	x	-26	-11
CCOc1ccc2c(c1)c1nnc(SCC3CCCO3)nc1n2C (centres undefined)	x	4.0	-5.6	37	-1.1	-6	-4	-3.4	x	-37
O=[N+]([O-])c1cc(S(=O)(=O)NCCCN2CCOCC2)ccc1Cl	-5	4.0	-1.0	-7	1.9	x	4	0.9	x	7
Cc1cccc(C)c1-n1c(C)cc(/C=N/NC(=O)c2ccncc2)c1C	1	1.9	-0.2	16	-0.2	-3	-4	-2.7	x	-16
COc1ccc(Sc2nnc(-c3ccccc3)cc2C#N)cc1	19	2.5	-1.5	-11	2.4	-3	2	1.8	x	11

Exported with two lines to a compound: entries from further up.
Below each compound: MITF TRPM1 HTS, phage Ecoli inh, CAL PDZ FP-1, SR-BI DiI inh, AddAB inh, CAL PDZ FP-2, Tat export inh, E coli growth, Wnt bcat act, SR-BI uptake up
> Cc1c(N(CC(=O)O)S(=O)(=O)c2ccccc2)c(=O)n(-c2ccccc2)n1C
 : 6, 3.3, -0.4, -5, -0.2, -2, 10, -1.4, -1, 5
> COc1ccc(Sc2nnc(-c3ccccc3)cc2C#N)cc1
 : 19, 2.5, -1.5, -11, 2.4, -3, 2, 1.8, x, 11

The results go on:
SMILES	MITF TRPM1 HTS	phage Ecoli inh	CAL PDZ FP-1	SR-BI DiI inh	AddAB inh	CAL PDZ FP-2	Tat export inh	E coli growth	Wnt bcat act	SR-BI uptake up
COc1ccc(CCNC(=O)c2cc3cc(F)ccc3nc2C)cc1OC	-7	0.5	-0.7	12	-1.4	7	21	-1.3	0	-12
Cc1cccc(C)c1NC(=O)CN(C)C(C)C(=O)Nc1ccccc1-c1ccccc1 (centres undefined)	-7	1.5	-1.5	2	1.1	-1	-1	0.7	0	-2
Cn1cccc1Cc1nnc(SCC(=O)Nc2ccccc2F)n1CCc1ccccc1	3	3.5	-0.3	4	4.9	-2	-5	-0.2	0	-4
COC(=O)c1ccc(C)c(NC(=O)Cn2c(C)csc2=O)c1	4	7.4	0.3	-13	1.0	6	-5	-0.4	-1	13
CC(=O)N(CCCNC(=O)c1ccccc1)C(=O)c1ccccc1	1	3.1	-1.1	6	1.8	0	-10	1.4	-2	-6
O=C(CN1CCN(C(=O)c2ccccc2)CC1)Nc1ncc(Br)cc1Br	0	-0.9	-1.0	-9	3.3	-4	3	1.3	x	9
CCc1ccc(NC(=O)COn2nnc3ccc(S(=O)(=O)N(C)C)cc32)cc1	x	3.5	-0.2	-6	3.4	-1	2	-0.7	-3	6
Cc1ccc(Sc2ccc(C(=O)N(C)C)cc2[N+](=O)[O-])cc1	-7	3.5	-0.7	-12	1.9	x	0	-1.4	0	12
CCN1CCN(C(CNC(=O)c2ccc3c(c2)OCO3)c2cccnc2)CC1 (centres undefined)	2	0.8	0.2	x	-1.1	-6	2	1.9	-1	x
O=C(Nc1ccc(Oc2cccc(C(F)(F)F)c2)nc1)c1cccs1	-21	4.2	-0.7	27	4.0	-5	14	-1.9	-3	-27
O=C(CNCC1CCCCC1)Nc1cccc(S(=O)(=O)N2CCOCC2)c1	-3	2.3	-1.0	2	0.6	-1	9	-1.2	-1	-2
COc1cccc(CNC(=O)CCC2CCCN(C(=O)c3cc(C)[nH]n3)C2)c1 (centres undefined)	-3	2.0	-0.7	11	-2.4	x	-2	-0.8	1	-11
Nc1cc(-c2ccccc2)nn1S(=O)(=O)c1ccc(F)cc1	-15	2.2	-1.1	9	-1.4	x	-9	-0.8	-1	-9
CCOc1cc(C2CC(=O)Nc3cc(C)c(C)cc32)ccc1O (centres undefined)	-12	2.6	-1.0	-10	1.2	-4	-3	-1.4	0	10
O=[N+]([O-])c1c(NCCO)cc(N2CCN(Cc3ccc4c(c3)OCO4)CC2)c2nonc12	-9	2.0	-0.3	11	-1.2	-2	-14	-0.3	-1	-11
COc1ccc2nc(NC(=O)CN(C)S(=O)(=O)c3cccs3)sc2c1	30	3.6	-1.4	-15	0.9	-4	-7	-1.7	10	15
COc1ccc(NC(=O)NNC(=O)c2ccc3ccccc3c2)cc1OC	-3	1.6	0.6	-25	1.1	13	-23	-1.7	7	25
O=C(NCCn1cc(SCc2ccccc2)c2ccccc21)c1ccccc1F	7	0.8	-0.3	37	-1.7	x	4	-2.2	-3	-37
CN(C)S(=O)(=O)c1cccc(-c2nnc3n2CCCCC3)c1	-19	3.2	-1.1	x	0.0	6	-3	1.3	3	x
CCC(CO)Oc1cc(NCc2ccc(Cl)cc2Cl)c2ncn(C(C)C)c2c1 (centres undefined)	-4	2.2	0.2	-3	-1.2	-2	2	-2.0	-1	3
O=c1oc(-c2cccs2)nc2ccc(Cl)cc12	-19	2.5	-2.3	-24	2.1	-12	-10	1.1	-4	24
COC(=O)c1ccccc1NC(=O)c1nc2nc(C)cc(C(F)F)n2n1	2	2.5	-0.4	-22	1.4	-1	1	3.6	x	22
COc1ccc(/C(O)=C2/C(=O)C(=O)N(CCCN3CCOCC3)C2c2ccc(N(C)C)cc2)cc1 (centres undefined)	-6	-0.9	-1.6	-2	0.7	-3	6	-1.8	-3	2
Cc1ncsc1CCOC(=O)C12CC3CC(CC(C3)C1)C2	x	2.0	-0.6	-7	0.8	x	14	-3.6	-5	7
O=C(NNS(=O)(=O)c1ccccc1C(F)(F)F)c1cc2ncc(C(F)(F)F)cc2s1	x	1.8	x	x	0.4	x	x	-0.2	13	x
CC(=O)NC(C)C12CC3CC(CC(CC(=O)O)(C3)C1)C2 (centres undefined)	6	1.4	-2.1	-1	1.1	10	-7	0.8	x	1
Fc1ccc(F)c(NC(=S)NCCc2ccccc2)c1	12	2.0	-0.6	-16	2.0	15	0	1.1	9	16
O=C1c2oc3ccccc3c(=O)c2C(c2cccc(Br)c2)N1Cc1ccco1 (centres undefined)	0	3.5	-0.6	-8	1.9	-2	-8	-1.0	x	8
NC(=O)Cn1c(=O)n(CCc2ccccc2)c(=O)c2c3c(sc21)CCCC3	-5	0.1	-2.1	24	-0.6	x	4	-2.2	x	-24
O=S(=O)(NCc1nnc2ccccn12)c1ccc(Cl)cc1	-1	6.1	0.9	-15	-0.4	0	10	0.3	0	15
Cc1ccc(S(=O)(=O)N(C)CCCC(=O)Nc2ccc(F)cc2)cc1	2	-1.4	0.1	-14	0.3	x	1	-0.5	-2	14
CN1/C(=C\C(=O)COC(=O)c2nccnc2N)C(C)(C)c2ccccc21	-6	0.4	0.4	-15	-1.2	-4	-6	1.6	1	15
O=C(Cn1cnc2ccccc2c1=O)c1ccc(Br)cc1	46	5.2	-3.2	-1	6.3	-2	6	1.9	4	1
Cc1nn(-c2ccccc2)c2nc3c(cc12)C(=O)CCC3	5	1.5	-3.3	14	1.1	9	u	1.5	-2	-14
Cc1csc(SCC(=O)O)n1	3	2.2	0.7	-21	5.3	2	-2	1.3	3	21
Cc1ccccc1NS(=O)(=O)c1ccc(C(=O)NCC2(N3CCOCC3)CCCCC2)cc1	13	0.8	-1.2	29	x	9	-1	x	-1	-29
CCOc1ccc(CCNC(=O)COC(=O)/C=C/c2ccccc2)cc1OCC	0	6.4	-2.1	22	1.4	0	4	-0.7	5	-22
O=C(O)COc1ccccc1/C=N/NC(=O)c1cccc(S(=O)(=O)Nc2cccc(Cl)c2)c1	-9	2.5	-3.1	8	0.8	-5	2	-0.6	-2	-8
CC1(c2ccccc2)CC(C)(C)N(C(=O)C2CCCO2)c2ccccc21 (centres undefined)	8	2.2	-4.1	-22	1.5	-3	6	0.2	0	22
O=C(O)c1ccc2c(=O)n(Cc3ccccc3)c(SCc3ccc([N+](=O)[O-])cc3)nc2c1	-6	0.2	-2.8	-17	-0.6	3	-1	-0.7	0	17
CCN(CC)C(=O)CN(c1ccc2c(c1)OCO2)S(C)(=O)=O	4	1.1	-2.9	-2	1.8	-2	7	-1.1	-5	2
CCOc1ccc(NC(=S)NC(=O)/C=C/c2ccc(C)cc2)c([N+](=O)[O-])c1	-21	2.0	-1.5	28	2.1	-3	6	-0.2	x	-28
O=C(CCS(=O)(=O)c1ccc(F)cc1)N1CCN(c2ccccc2)CC1	46	4.0	-2.1	-20	0.6	-5	2	-2.0	21	20

Rows are unselected; overall some 3.6% were active at least once.
